# LAP4 TOR yeast = modulators of LAP4-GFP expression in yeast, primary screen, S. cerevisiae, multiplex flow cytometry, MLPCN library; 3 h; median GFP as percent of DMSO wells; GFP response vs DMSO, % at 10 µM; actives 0.34% (n = 320,000);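 active means GFP response vs DMSO above a set limit, about the screen mean plus 3 SD, cut at about 150% in these data; inconclusive means under 70 cell events counted for the yeast strain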
# CIT2-GFP yeast = modulators of CIT2-GFP expression in yeast, primary screen, S. cerevisiae, GFP fusion, multiplex flow cytometry, MLPCN library; GFP response vs DMSO, % at 10 µM; AID 2029, 2009; S. cerevisiae CIT2-GFP strain, 3 h; 100 means same as DMSO wells; actives 0.065% (n = 320,000);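 active means GFP response relative to DMSO above a set limit, near the screen mean plus 3 SD, cut at about 150% in these data; inconclusive means Fewer than 70 cells measured for a yeast strain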;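 further: ratio of well median GFP fluorescence to mean of DMSO wells on the plate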
# GRK2 aptamer HTS = compounds blocking aptamer binding on GRK2 – biochemical, human GRK2, bead flow cytometry, HTS, primary screen; Beta-adrenergic receptor kinase 1 (Homo sapiens), P25098; actives 0.59% (n = 330,000); inhibition of aptamer binding, % at 10 µM; FAM-aptamer displacement from GRK2;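 active means inhibition of aptamer binding above 40%, roughly 3 SD of noise, on plates passing a quality check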;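 further: median bead fluorescence of bound FAM aptamer so fluorescent compounds give negative values; no value below 0 was filed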
# Target sequence (P25098 whole entry, looked up): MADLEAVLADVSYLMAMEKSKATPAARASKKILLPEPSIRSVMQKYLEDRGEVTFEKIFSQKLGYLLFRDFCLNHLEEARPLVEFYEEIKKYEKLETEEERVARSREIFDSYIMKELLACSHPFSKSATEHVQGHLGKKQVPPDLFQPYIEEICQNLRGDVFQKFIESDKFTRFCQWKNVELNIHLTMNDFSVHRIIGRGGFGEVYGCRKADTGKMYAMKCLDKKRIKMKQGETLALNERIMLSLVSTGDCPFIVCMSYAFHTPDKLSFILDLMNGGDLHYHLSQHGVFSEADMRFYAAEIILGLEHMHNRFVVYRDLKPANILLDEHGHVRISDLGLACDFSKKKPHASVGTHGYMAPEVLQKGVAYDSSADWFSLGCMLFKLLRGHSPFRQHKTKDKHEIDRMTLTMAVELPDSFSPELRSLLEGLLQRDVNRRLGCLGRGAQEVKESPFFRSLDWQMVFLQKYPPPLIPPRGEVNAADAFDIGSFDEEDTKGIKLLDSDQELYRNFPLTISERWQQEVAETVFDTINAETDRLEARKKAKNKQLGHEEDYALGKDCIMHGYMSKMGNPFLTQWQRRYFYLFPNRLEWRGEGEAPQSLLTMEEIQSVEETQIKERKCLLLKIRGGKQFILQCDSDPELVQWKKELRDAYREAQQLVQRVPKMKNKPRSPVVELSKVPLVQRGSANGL
# Yeast superoxide = reduction of superoxide in aged yeast, primary screen, HTS; actives 0.18% (n = 330,000); superoxide response (% of plate mean), % at 10 µM; S. cerevisiae aged cells, superoxide DHE fluorescence; hits give low values;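 active means superoxide response under a set limit, about three screen SD below normal, cut at about 65% in these data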;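 further: yeast aged for seven days with compound at 30 °C before DHE staining; 100% = average MFI of all compound-treated wells on the plate with controls excluded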
# MEP2-GFP yeast = modulators of MEP2-GFP levels in yeast, primary screen, S. cerevisiae, multiplex flow cytometry, MLPCN library | actives 0.51% (n = 330,000) | AID 2016, 2009 | S. cerevisiae MEP2-GFP strain, 3 h; 100% = DMSO control level | GFP response vs DMSO, % at 10 µM;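 active means GFP response versus DMSO above a set limit, roughly screen mean plus 3 SD, cut at about 180% in these data; inconclusive means fewer than 70 cells counted for a yeast strain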;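 further: median GFP fluorescence of the barcode-gated MEP2-GFP cells per well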
# VLA-4 inh = inhibition in human VLA-4 binding assay, primary screen, VLA-4 allosteric modulator project, MLPCN library, flow cytometry, VLA-4 expressing cells. Integrin alpha-4 (Homo sapiens), P13612. ligand binding flow cytometry. inhibition, % (about 7 µM as worked out from the volumes in the protocol). actives 0.2% (n = 330,000). AID 2557, 2010; in the data active means inhibition above about 50%
# RPL19A TOR yeast = RPL19A-GFP expression modulators in yeast, primary screen, cell-based, S. cerevisiae, multiplex flow cytometry, MLPCN; S. cerevisiae RPL19A-GFP strain, 3 h; hits give low values; percent response vs DMSO, % at 10 µM; actives 0.3% (n = 330,000); AID 2025, 2009;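 active means percent response vs DMSO below 50%; inconclusive means fewer than 70 events counted for the yeast strain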;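 further: median channel GFP fluorescence of the barcoded RPL19A-GFP strain; ratio of sample median GFP to plate DMSO average so 100% = DMSO; lower means less RPL19A-GFP as with rapamycin TOR inhibition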
# AGP1 TOR yeast = modulators of AGP1-GFP expression in yeast TOR pathway, primary screen, cell-based, multiplex flow cytometry, S. cerevisiae, MLPCN library; 3 h; GFP as percent of DMSO wells; GFP response vs DMSO, % at 10 µM; actives 0.02% (n = 320,000);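 active means GFP response relative to DMSO above a set limit, near screen average plus 3 SD, cut at about 150% in these data; inconclusive means fewer than 70 cells counted for the yeast strain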;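 further: median GFP channel fluorescence of the gated AGP1 strain per well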
# * marks the source's active call; other numbers are inactive results; ? = inconclusive; · = not tested or not shown; [ ] = another dose, or the depositor's remark. Outcome played no part in choosing rows; 1.7% or so of the library scored in one or more.
SMILES,LAP4 TOR yeast,CIT2-GFP yeast,GRK2 aptamer HTS,Yeast superoxide,MEP2-GFP yeast,VLA-4 inh,RPL19A TOR yeast,AGP1 TOR yeast
N#Cc1ccccc1NC(=O)COC(=O)COc1ccccc1[N+](=O)[O-],96,100,0,119,97,-11,95,98
Cn1cc(CN2CCN(CC(C)(C)C)C(CCO)C2)c2ccccc21 (stereo not drawn),91,105,0,99,105,11,102,106
CN(C)CCC(O)(c1ccccc1)c1ccccc1,97,100,1,89,96,7,98,101
COc1ccc(C(=O)Nc2cc(C)on2)cc1OC,96,94,3,92,99,31,96,97
CCCCN(C(=O)CSc1nc2ccccc2s1)c1c(N)n(CCCC)c(=O)[nH]c1=O,82,91,1,103,97,13,101,88
COc1ccc(/C=N/n2cnnc2)cc1Oc1nc(Cl)ncc1F,98,96,5,109,96,6,100,102
Cc1ccc(NC2CCCN(C(=O)c3ccoc3C)C2)cc1C (stereo not drawn),88,95,8,99,100,20,107,96
Cc1ccc2cccc(OCc3nnc(SCC(=O)O)n3C)c2n1,91,93,3,115,101,6,100,97
O=C(O)c1ccc(-c2ccc(OS(=O)(=O)c3ccccc3F)cc2)cc1,104,106,4,105,103,2,99,103
c1ccc(Nc2nc3ccccc3[nH]2)nc1,105,102,0,76,107,2,102,106
O=c1[nH]c(C(F)(F)F)nc2ccc3ccccc3c12,77,87,1,103,82,16,94,88
O=C(CNC(=O)c1cccs1)NCC(=O)OCc1c(F)cccc1Cl,118,99,0,102,100,-7,107,113
COc1ccc(N(CC(=O)NCC2CCCO2)S(=O)(=O)c2c(C)noc2C)cc1 (stereo not drawn),102,105,2,102,104,-4,102,104
Cc1ccccc1NC(=O)COC(=O)Cc1cccc(C(F)(F)F)c1,95,86,0,104,106,5,98,97
Cc1ccc(NCC(O)Cn2cnc3c2c(=O)n(C)c(=O)n3C)cc1 (stereo not drawn),112,96,0,111,103,18,99,110
O=C(CNC(=O)c1cccc(F)c1)N/N=C/c1ccc([N+](=O)[O-])s1,100,113,2,151,115,0,117,114
COc1ccc(C(=O)Nc2ccccc2C(=O)NCc2ccco2)cc1,100,91,0,104,100,21,96,97
CCc1ccc2nc(N=C(N)N)nc(C)c2c1,103,102,0,105,111,4,96,100
COC(=O)c1cc(NC(=O)c2nn(C)c(=O)c3ccccc23)cc(C(=O)OC)c1,91,93,2,109,102,0,97,95
CCc1ccc(N(CC(=O)NC2CCCCC2)S(=O)(=O)c2c(C)noc2C)cc1,101,97,2,102,111,28,94,97

# 3 entries drawn at random from those above, as already listed:
SMILES,LAP4 TOR yeast,CIT2-GFP yeast,GRK2 aptamer HTS,Yeast superoxide,MEP2-GFP yeast,VLA-4 inh,RPL19A TOR yeast,AGP1 TOR yeast
COc1ccc(C(=O)Nc2cc(C)on2)cc1OC,96,94,3,92,99,31,96,97
CCCCN(C(=O)CSc1nc2ccccc2s1)c1c(N)n(CCCC)c(=O)[nH]c1=O,82,91,1,103,97,13,101,88
Cc1ccccc1NC(=O)COC(=O)Cc1cccc(C(F)(F)F)c1,95,86,0,104,106,5,98,97

# The results go on.
SMILES,LAP4 TOR yeast,CIT2-GFP yeast,GRK2 aptamer HTS,Yeast superoxide,MEP2-GFP yeast,VLA-4 inh,RPL19A TOR yeast,AGP1 TOR yeast
CS(=O)(=O)c1nc(-c2ccccc2)c(-c2ccccc2)[nH]1,130,101,0,102,102,-10,110,113
COCCSc1ccccc1C(=O)N1CCc2ccccc2C1,105,98,3,82,96,52*,101,101
O=C(Cc1ccccc1)NN1C(=O)C2C3C=CC(C3)C2C1=O (stereo not drawn),110[may fluoresce violet],?,3,85,232*[may fluoresce violet],-486,60[may fluoresce violet],·
Cn1c(=O)c2c(SCC(=O)NC3CCCC3)nc(CC(C)(C)C)nc2n(C)c1=O,68,·,0,97,97,20,96,84
Cc1cc(C)c(C#N)c(SCc2cc3c(cc2Cl)OCO3)n1,95,90,0,104,94,2,94,93
CCOC(=O)c1ccc(Oc2cc(C)nc(Cl)n2)cc1,109,94,2,106,96,-10,97,102
O=c1c2cc(Br)ccc2nc(-c2ccc([N+](=O)[O-])cc2)n1O,121,69,0,87,88,-1,65,68
Cc1ccc(NC(=O)Nc2cccc([N+](=O)[O-])c2)nc1,111,111,0,94,111,0,113,106
CC(C)CNS(=O)(=O)c1ccc(C(=O)Nc2ccc3c(c2)OCO3)cc1,92,107,0,91,98,5,98,101
COc1ccc(O)c(-c2c(-c3ccc(Cl)cc3)n[nH]c2C)c1,96,101,2,98,94,8,94,107
O=C(COc1ccccc1)NC1C(=O)N2C(C(=O)O)=C(Cl)CSC12 (stereo not drawn),95,106,2,78,110,2,105,109
O=C(c1cc2ncc(Br)cn2n1)N1CCN(C(=O)c2ccco2)CC1,110,102,17,98,106,9,97,102
Cc1onc(-c2ccccc2)c1C(=O)Nc1ccc2c(c1)OCCO2,98,101,0,77,100,8,98,102
CC(C)(C)NC(=O)C1Cc2ccccc2CN1C(=O)Nc1ccccc1Cl (stereo not drawn),93,96,2,94,101,10,95,87
Cc1cccc(OCCc2c(C)[nH]c(=S)[nH]c2=O)c1,100,·,2,97,102,3,103,105
O=C(/C=C/c1ccccc1)NC(=S)Nc1ncccn1,96,101,2,84,105,2,102,103
COc1ccc(NC(=O)CSc2nnc(-c3ccccc3)n2Cc2ccco2)c(OC)c1,87,90,2,91,93,5,90,92
Cc1onc(-c2ccccc2)c1C(=O)NC(=S)Nc1sc2c(c1C#N)CCCC2,89,87,4,115,90,-8,94,85
Cn1nc(-c2ccccc2)c(-c2nc(-c3ccc(Cl)cc3)no2)c1Cl,98,101,1,97,97,-11,99,97
CS(=O)(=O)N1CCC(Oc2ccccc2C(=O)N2CCN(CC3CC3)CC2)CC1,105,106,3,96,107,-9,110,99
CC1(C)CC(=O)C2=C(C1)OC(N)=C(C#N)C2c1cccc(OC(=O)c2ccco2)c1 (stereo not drawn),106,112,0,95,102,-3,105,104
CC(C)c1ccc(N(C(=O)C(F)(F)F)C(C(=O)NC2CCCCC2)c2ccncc2)cc1 (stereo not drawn),93,105,0,109,95,12,98,95
CC1=CC(=C(C#N)C#N)C=C(C)N1CCC(C)C,91,110,0,89,104,11,109,97
COc1ccc(Cc2c(O)nc[nH]c2=O)cc1,103,93,2,97,100,-4,99,100
CC(=O)c1ccc(N2CCN(c3ccc(S(=O)(=O)NCCCN(C)C)cc3[N+](=O)[O-])CC2)cc1,103,110,0,88,105,1,97,97
COC(=O)c1cc(S(=O)(=O)NCCCN2CCCC2=O)cn1C,84,94,0,113,85,7,93,91
COc1cc2nc(Nc3ccc(C)c(Cl)c3)nc(N)c2cc1OC,88,98,0,100,107,14,105,98
CCCn1nnc(NC(=S)NC(=O)c2cccs2)n1,88,96,0,93,93,-14,101,94
COc1ccc(N2CCN(C(=O)c3ccccc3Br)CC2)c([N+](=O)[O-])c1,110,92,0,103,107,9,99,100
O=C1CSC(c2cccc([N+](=O)[O-])c2)N1c1ccc(O)cc1 (stereo not drawn),88,108,1,73,111,6,105,101
COc1ccc(N(CC(=O)O)S(=O)(=O)c2cccnc2)cc1,116,103,4,90,106,7,112,110
CC(=O)c1sc(-c2ccccc2)cc1NS(=O)(=O)c1ccc(C)cc1,114,105,0,99,105,-8,108,113
COc1cc2c(cc1OC)C1(CCCC1)CNC2c1ccc([N+](=O)[O-])cc1 (stereo not drawn),97,95,3,90,108,33,105,107
O=C(O)CCC(=O)Nc1cccc(-c2nnc(-c3ccccc3)o2)c1,87,117,2,112,104,-2,111,105
CCOC(=O)c1c(C)[nH]c(C=C2C(=O)CCCC2=O)c1O,97,97,2,91,91,-3,103,91
O=C(CS(=O)(=O)c1c[nH]c2ccccc12)N1CCCc2ccccc21,99,107,0,81,95,-13,103,101
COc1cccc(OCC(=O)NNC(=O)c2cccs2)c1,90,95,0,94,96,3,97,97
CCOC(=O)N1CCC(NCCNC(=O)c2ccc(Cl)cc2)CC1,105,96,0,106,100,22,96,102
Cc1cccn2cc(CCNS(=O)(=O)c3ccc4c(c3)OCCO4)nc12,94,107,0,101,101,7,98,100
CCC1Oc2ccc(Cl)cc2N(CC(=O)O)C1=O (stereo not drawn),95,90,0,106,94,3,92,94
Cc1cccc(OCC(=O)Nc2nnn(C)n2)c1C,101,103,0,93,102,-3,100,101
COCCNC(=O)c1ccc2c(c1)C(=O)c1ccccc1-2,107,97,1,112,101,10,103,96
Cc1[nH]c2ccc(F)cc2c1CCNC(=O)C1CCCCC1C(=O)OCC(F)(F)F (stereo not drawn),91,91,0,115,102,10,104,95
CC(C)CN(C(=O)CSc1nnc(-c2ccco2)o1)c1c(N)n(Cc2ccccc2)c(=O)[nH]c1=O,98,115,0,110,107,10,104,101
Cc1ccccc1NC(=O)C(Cc1ccccc1)n1cccc1 (stereo not drawn),109,94,2,102,98,1,98,104
Cc1cccc(NC(=O)CSc2ccc(C(N)=O)cc2[N+](=O)[O-])c1C,90,102,0,99,94,17,103,102
COC(=O)CN=C1OC(=O)N2C(=O)C3=C4[C@@H](C[C@H]5C(=O)N(c6ccccc6)C(=O)[C@H]5[C@H]4[C@@]12Cc1ccccc1)[C@H]1C(=O)N(c2ccccc2)C(=O)[C@H]1[C@H]3C,112,109,0,87,95,-16,99,94
CCOc1ccc(N(CC(=O)NCc2ccccc2C)S(C)(=O)=O)cc1,102,99,5,101,114,4,102,103
S=C(NCCc1ccccn1)Nc1ccccc1Cl,103,99,0,92,100,4,96,92
COc1cc(C(=O)N2CCC(N3CCCCCC3)CC2)cc(OC)c1OC,97,95,0,102,100,2,99,102
# (further entries)
SMILES,LAP4 TOR yeast,CIT2-GFP yeast,GRK2 aptamer HTS,Yeast superoxide,MEP2-GFP yeast,VLA-4 inh,RPL19A TOR yeast,AGP1 TOR yeast
COc1ccc(NC(=O)Cn2c(CCC(=O)O)ccc2-c2ccc(C)cc2)cc1,99,94,0,97,100,17,100,97
CC(C)(O)CCc1c(-c2ccc(O)cc2O)oc2c3c(cc(O)c2c1=O)OC(C)(C)C=C3,105,87,1,122,107,0,94,102
COc1ccccc1NCN1C(=O)CCC1=O,103,100,2,87,102,16,97,98
CSc1ccccc1NC(=O)c1csc(C)c1,95[may fluoresce green],137[may fluoresce green],1,107,103[may fluoresce green],-1,92[may fluoresce green],105[may fluoresce green]
C/C=C/c1ccc(OCC(O)CN2CCCCC2CC)c(OC)c1 (stereo not drawn),102,102,0,118,104,0,104,106
COc1ccc(/C=N/NC(=O)c2ccn[nH]2)cc1CSc1ccccn1,94,106,1,99,98,15,98,101
COc1ccc(C2(CNC(=O)CCC(=O)O)CCCC2)cc1OC,100,99,0,87,107,-7,106,103
CCCCCC1(C(=O)OCC)CC(CSC(=N)N)OC1=O (stereo not drawn),95,99,1,106,100,0,99,97
Cc1cccc2[nH]c3c(N4CCC5(CC4)OCCO5)ncnc3c12,99,96,3,96,101,8,95,97
Cc1ccc(C(OC(=O)c2ccco2)C(=O)NC(C)(C)C)cc1 (stereo not drawn),101,103,2,95,112,6,107,100
Cc1ccc(NC2=C(Cl)C(=O)OC2OC(=O)c2ccccc2)c(C)c1 (stereo not drawn),107,90,4,95,97,-1,94,95
CCOCCCNC(=O)c1ccc(N2CC3CC(C2)c2cccc(=O)n2C3)c(NC(=O)Nc2cccc(OC)c2)c1 (stereo not drawn),103,98,0,88,95,2,98,105
